# TRPC6 act: activates the mouse TRPC6 cation channel; actives 0.13% (n = 310,000); B-score at 10 µM; HEK293-TRPC6 membrane potential dye fluorescence; stronger effect = higher value; AID 2550;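 active = B-score of the integrated fluorescence ratio above library mean plus 3 SD, and starting fluorescence ratio within library mean plus 5 SD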;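 also: higher score means more depolarization so channel activation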
# Target sequence (Q61143 whole entry, looked up): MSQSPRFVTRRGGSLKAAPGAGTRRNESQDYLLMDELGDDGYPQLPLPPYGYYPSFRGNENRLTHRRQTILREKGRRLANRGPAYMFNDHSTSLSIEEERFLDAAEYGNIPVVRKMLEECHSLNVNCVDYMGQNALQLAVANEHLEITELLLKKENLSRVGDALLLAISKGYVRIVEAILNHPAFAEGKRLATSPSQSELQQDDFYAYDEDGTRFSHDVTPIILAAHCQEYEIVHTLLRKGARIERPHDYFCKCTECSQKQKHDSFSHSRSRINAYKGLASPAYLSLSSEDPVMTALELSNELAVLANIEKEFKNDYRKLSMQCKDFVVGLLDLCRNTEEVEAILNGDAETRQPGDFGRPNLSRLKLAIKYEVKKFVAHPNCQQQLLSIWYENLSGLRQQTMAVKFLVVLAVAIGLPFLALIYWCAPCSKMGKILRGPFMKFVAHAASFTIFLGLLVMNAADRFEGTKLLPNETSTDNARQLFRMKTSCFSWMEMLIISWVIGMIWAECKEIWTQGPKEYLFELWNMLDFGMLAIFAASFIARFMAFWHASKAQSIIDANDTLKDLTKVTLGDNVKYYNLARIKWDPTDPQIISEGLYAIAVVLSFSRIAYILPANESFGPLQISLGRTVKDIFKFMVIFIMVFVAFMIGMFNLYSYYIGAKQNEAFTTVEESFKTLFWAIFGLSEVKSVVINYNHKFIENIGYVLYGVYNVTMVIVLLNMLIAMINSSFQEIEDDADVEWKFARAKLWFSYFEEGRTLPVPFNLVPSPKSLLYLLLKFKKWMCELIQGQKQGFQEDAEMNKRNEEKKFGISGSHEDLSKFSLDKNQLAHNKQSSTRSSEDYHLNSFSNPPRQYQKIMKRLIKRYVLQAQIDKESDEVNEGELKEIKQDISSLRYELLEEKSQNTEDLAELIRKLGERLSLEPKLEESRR
# TRPC6 inhibitor: blocks the mouse TRPC6 cation channel. Q61143. HEK293-TRPC6, membrane potential dye, ACh-evoked depolarization; stronger effect = lower value. B-score at 10 µM. actives 1.1% (n = 310,000);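 active = B-score under library mean minus 3 SD, initial fluorescence not abnormally high, positive integrated signal ratio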;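 also: B-score derived from integrated fluorescence ratio over the kinetic read; more negative B-score means stronger inhibition of depolarization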
# MrgX1 PAM: human MrgX1 positive allosteric modulation, primary screen; Q96LB2; MrgX1-HEK293, Fluo-4 calcium flux, FDSS; stronger effect = higher value; B-score at 10 µM; actives 0.63% (n = 310,000);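 active = plate-corrected calcium response at least 3 library SD above typical, normal starting fluorescence, not activating the receptor alone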;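 also: compound read alongside a low EC10 to EC30 dose of BAM8-22 agonist; peak minus trough fluorescence over baseline measured at the second addition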
# TRPC4 agonist: TRPC4 (mouse) channel activation. Q9QUQ5. B-score at 10 µM. HEK293 TRPC4beta/mu-opioid, Fluo4 calcium fluorescence; stronger effect = higher value. actives 0.49% (n = 310,000). AID 2237;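 active = B-score above 5 SD of library B-scores, and initial fluorescence ratio not above library mean plus 5 SD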;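 also: positive B-score marks a calcium rise read as TRPC4 activation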
#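 Assay system: HEK293 cells stably co-expressing mouse TRPC4beta and mu-opioid receptor / Timing: Fluo4 dye loading 45 min at room temperature, 110 s recording / Signal: Fluo4 calcium-sensitive dye fluorescence, kinetic, 1 Hz baseline / Read-out: integrated baseline-normalised fluorescence ratio, converted to per-well B score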
# SKKanGAS inh: blocks kanamycin growth of S. pyogenes SKKanGAS strain; actives 1.3% (n = 300,000); inhibition, % at 7.5 µM; BacTiter-Glo, 6 h;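 active = mean replicate score, as percent of positive control median, at least 50; inconclusive = mean below 50 but one replicate at or above 50; inactive = mean and every replicate below 50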;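 also: strain carries kanamycin resistance gene driven by streptokinase promoter and grows in 40 µg/ml kanamycin; loss of luminescence reflects streptokinase promoter inhibition or plain growth inhibition; 0% = median of DMSO wells and 100% = positive control at its reference dose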
# TRPC4 PAM: TRPC4 (mouse) allosteric potentiation. HEK293 TRPC4beta/mu-opioid, DAMGO EC20, Fluo-4 Ca2+ flux; stronger effect = higher value. AID 2227. B-score at 10 µM. Q9QUQ5. actives 0.42% (n = 310,000);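 active = B-score of calcium response area above 5 SD of library B-scores, with initial fluorescence ratio within 5 SD of library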;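 also: B-score of integrated fluorescence ratio over time as area under calcium response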
# TMEM16A act: mouse TMEM16A channel activation, primary screen; Q8BHY3; HEK293 TMEM16A/YFP-H148Q/I152L, iodide quench fluorescence; stronger effect = lower value; B-score at 10 µM; actives 0.3% (n = 340,000); AID 623877;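 active = fluorescence-ratio B-score plate-corrected deviation score at least 3 library SD below zero, with starting fluorescence score within 5 deviations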;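 also: channel opened by trigger with iodide after compound preincubation; score built on the fluorescence ratio of max minus min over baseline; more negative score means more quench and so TMEM16A activation or potentiation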
# MrgX1 antag: antagonists of human MrgX1 receptor. AID 588676. B-score at 10 µM. Q96LB2. actives 1.3% (n = 310,000). MRGX1-HEK293 calcium flux, Fluo-4, BAM8-22 antagonism; stronger effect = lower value;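 active = calcium-response B-score plate-corrected more than 3 library SD below zero, starting fluorescence within 5 deviations, no agonist response on first addition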;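 also: peak minus trough fluorescence over baseline after final BAM8-22 challenge near maximal dose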
# MrgX1 agonist: activates human MrgX1 receptor signaling; Q96LB2; MrgX1-HEK293 cells, Fluo-4 calcium fluorescence, agonist mode; stronger effect = higher value; B-score at 10 µM; actives 0.44% (n = 310,000);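 active = calcium response B-score plate-corrected fluorescence ratio at least 3 library SD, with starting fluorescence B-score inside 5 SD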
#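 Test system: HEK293 cells stably expressing human MrgX1 receptor; Input: fifteen thousand cells per well; Dosing: compound delivered in addition one of three; Schedule: overnight seeding, then 1 h dark dye loading; Technique: Fluo-4 NW calcium fluorescence; Measure: B-scored fluorescence response ratio; Controls: positive and negative controls per plate.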
# TMEM16A inh: mouse TMEM16A channel inhibition, primary screen; actives 1.2% (n = 310,000); normalized B-score (activity score, 25-100; higher = stronger inhibition) at 10 µM; HEK293 TMEM16A/YFP iodide influx fluorescence, ionomycin; Q8BHY3;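 active = ratio plate-corrected score three or more library SD toward inhibition, starting fluorescence score within five deviations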;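 also: score derived from kinetic fluorescence span divided by baseline fluorescence per well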
# TRPC4 block: TRPC4 (mouse) channel inhibition; AID 2247; HEK293 TRPC4beta/mu-opioid, DAMGO-evoked Fluo4 calcium flux; stronger effect = lower value; actives 0.39% (n = 300,000); B-score at 10 µM;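 active = B-score over 3 SD under the library average, no early fluorescence shift, positive overall ratio signal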
#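 Assay system – HEK293 line stably carrying TRPC4beta and mu-opioid receptor · Doses – single dose · Detection – Fluo4 calcium-dye fluorescence, kinetic read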
# Starred values were filed as active, the others as inactive; i = inactive; ? = inconclusive; nt = not tested or not shown.
SMILES,TRPC6 act,TRPC6 inhibitor,MrgX1 PAM,TRPC4 agonist,SKKanGAS inh,TRPC4 PAM,TMEM16A act,MrgX1 antag,MrgX1 agonist,TMEM16A inh,TRPC4 block
CS(=O)(=O)Oc1ccc2c(c1)O/C(=C\c1cccc([N+](=O)[O-])c1)C2=O,i,i,i,i,6,i,i,i,i,i,i
Cc1ccc(S[C@@H](CCN2CC[C@H](O)CCC2=O)c2ccccc2)cc1,i,i,i,i,0,i,i,i,i,i,i
CCOc1ccccc1NC(=O)NC(C)c1ccncc1 (stereo not given),i,i,i,i,-4,i,i,i,i,i,i
CCOC(=O)N1CCN(C(=O)CSc2ccc(-c3ccc(OC)c(OC)c3)nn2)CC1,i,i,i,i,4,i,i,i,i,i,i
COc1cccc2cc(C(=O)Nc3ccccc3C(=O)N3CCOCC3)oc12,i,i,i,i,-1,i,i,i,i,i,i
O=C(Cc1ccc([N+](=O)[O-])cc1)N/N=C/c1ccc([N+](=O)[O-])o1,i,i,i,i,?,i,i,i,i,i,i
Cc1cc(C(F)(F)F)c2sc(N)nc2n1,i,i,i,i,9,i,i,i,i,i,i
COc1ccc(OC(C)C(=O)Nc2cccc(F)c2)cc1 (stereo not given),i,i,i,i,-3,i,i,i,i,i,i
COCCCNC(=O)/C(C#N)=C/c1c(N2CCCCCC2)nc2ccccn2c1=O,i,i,i,i,1,i,i,i,i,i,i
NCCCCCCNS(=O)(=O)c1cccc2c(Cl)cccc12,i,i,i,95*,3,i,i,i,i,i,i
COc1ccc(CNC(=O)CN(c2ccc(C(C)C)cc2)S(=O)(=O)c2c(C)noc2C)cc1,i,i,i,i,4,i,i,i,i,i,i
CCOC(=O)c1ccc2c(c1)n(CCCS(=O)(=O)[O-])c(/C=C/c1ccc(Cl)cc1)[n+]2CC,i,-7.4*,i,i,-9,i,i,i,i,i,i
O=C(NCc1ccc(F)cc1)c1ccc(CS(=O)Cc2ccccc2Cl)o1 (stereo not given),i,i,i,i,-1,i,i,i,i,i,i
O=C(O)CCCCCN1C(=O)C(O)=C(C(=O)/C=C/c2ccccc2)C1c1cccc([N+](=O)[O-])c1 (stereo not given),17*,i,i,i,-2,i,i,i,i,i,i
O=C(/C=C/c1ccccc1)N1CCC[C@H]1CO,i,i,i,i,-2,i,i,i,i,i,i
CN=C(Nc1ccc(C(=O)OC)cc1)SC1CC(=O)N(c2ccccc2F)C1=O (stereo not given),i,i,i,i,1,i,i,i,i,i,i
Cc1ccc(OCc2cn3cccnc3n2)cc1,i,i,i,i,2,i,i,i,i,i,i
Cc1csc(N2CCCC2c2nc3cc(Cl)c(N4CCCCC4)cc3n2CCOCCO)n1 (stereo not given),i,i,i,i,-1,i,i,i,i,i,i
Cc1ccc(S(=O)(=O)N2CCN(C(=O)C3CCCO3)CC2)cc1 (stereo not given),i,i,i,i,-6,i,i,i,i,i,i
O=C(COC(=O)c1ccc([N+](=O)[O-])s1)NC(c1ccccc1)c1ccccc1,i,i,i,i,22,i,i,i,i,i,i
COC(=O)c1ccccc1NC(=O)CSc1nccn1C,i,i,i,i,3,i,i,i,i,i,i
CCc1nc2ccc(C(=O)NCc3ccccc3)cc2nc1CC,i,i,i,i,0,i,i,-8.3*,i,i,i
CSCC[C@@H](C(=O)O)N1Cc2ccccc2C1=O,i,i,i,i,-9,i,i,i,i,i,i
Cc1ccc(NC(=O)CSc2nnc(C3CCCCC3)n2N)cc1F,i,i,i,i,-14,i,i,i,i,i,i
CC(=O)c1cc(F)ccc1OCC(=O)N1CCN(c2ccc(F)cc2)CC1,i,i,i,i,0,i,i,i,i,i,i
COc1cccc(NC(=O)C(OC(=O)c2ccc([N+](=O)[O-])o2)c2ccccc2)c1 (stereo not given),i,i,i,i,4,i,i,i,i,i,i
Cc1cccc2cc(COC(=O)c3cccc([N+](=O)[O-])c3)c(=O)[nH]c12,i,i,i,i,1,i,nt,i,i,i,i
O=C1NC(=S)S/C1=C/c1ccc(Oc2cnccn2)cc1,i,i,i,i,10,i,i,i,i,i,i
O=C(CSCc1ccccc1Cl)Nc1ccc(C(=O)O)cc1,i,i,i,i,-2,i,i,i,i,i,i
Cc1ccc(S(=O)(=O)Nc2ccccc2C(=O)N2CCOCC2)cc1,i,i,i,i,4,i,i,i,i,i,i

# Overlap with the part before: four compounds, followed by the next part.
SMILES,TRPC6 act,TRPC6 inhibitor,MrgX1 PAM,TRPC4 agonist,SKKanGAS inh,TRPC4 PAM,TMEM16A act,MrgX1 antag,MrgX1 agonist,TMEM16A inh,TRPC4 block
Cc1cccc2cc(COC(=O)c3cccc([N+](=O)[O-])c3)c(=O)[nH]c12,i,i,i,i,1,i,nt,i,i,i,i
O=C1NC(=S)S/C1=C/c1ccc(Oc2cnccn2)cc1,i,i,i,i,10,i,i,i,i,i,i
O=C(CSCc1ccccc1Cl)Nc1ccc(C(=O)O)cc1,i,i,i,i,-2,i,i,i,i,i,i
Cc1ccc(S(=O)(=O)Nc2ccccc2C(=O)N2CCOCC2)cc1,i,i,i,i,4,i,i,i,i,i,i
COC(=O)c1cc(N=Nc2c(C)[nH]c3ccccc23)cc(C(=O)OC)c1,i,i,i,i,3,i,i,i,i,i,i
O=C(Nc1ccccc1N1CCCC1)C1CCN(C(=O)c2ccc(F)cc2)CC1,i,i,i,i,-5,i,i,i,i,i,i
CCCCN(C)C(=O)Cn1ncc2c3ccccc3n(CCC)c2c1=O,i,i,i,i,5,21*,i,i,i,i,i
COC(=O)CSc1nc2ccc(NC(=O)CSc3nnnn3Cc3ccccc3)cc2s1,i,i,i,i,16,i,i,i,i,i,i
Cn1nnc2cc(NC(=O)N3CC4(C)CC3CC(C)(C)C4)ccc21 (stereo not given),i,i,i,i,-2,i,i,i,i,i,i
CN1CCN(CC(=O)N2c3ccc(S(=O)(=O)NCCNC(=O)OC(C)(C)C)cc3C(=O)Nc3cccnc32)CC1,i,i,i,i,1,i,i,i,i,i,i
CN(CCc1ccccc1)C(=O)c1cc(COc2ccc(F)cc2Cl)on1,i,i,i,i,-11,i,i,i,i,i,i
Cc1cccc(NC(=O)c2ccc(NC(=O)CC3SC(N4CCCC4)=NC3=O)cc2)n1 (stereo not given),i,i,i,i,1,i,i,i,i,i,i
COc1ccc(/C=c2/sc3n(c2=O)NC2(c4ccccc4)N(C)C(=O)N(C)C2(c2ccccc2)N=3)cc1 (stereo not given),i,i,i,i,31,i,i,i,i,i,i
Cc1cccc(N(CC(=O)NC2CCCC2)C(=O)CNC(=O)c2ccco2)c1C,i,i,i,i,-3,i,i,i,i,i,i
COC(=O)c1cc(NC(=O)c2nccnc2C(=O)O)cc(C(=O)OC)c1,i,i,i,i,-6,i,i,i,i,i,i
Cc1ccc(S(=O)(=O)Nc2cccc(-c3cn4ccsc4n3)c2)cc1,i,i,i,i,9,i,i,i,i,i,i
c1ccc(CN2CCN(c3nc(-c4ccccn4)nc4ccccc34)CC2)cc1,i,i,i,i,1,i,i,i,i,i,i
CC(=O)Nc1cccc(NC(=O)CSc2nccn2Cc2ccc(F)cc2)c1,i,i,i,i,-4,i,i,i,i,i,i
Cc1cnc(C(=O)OCC(=O)N2CCN(S(=O)(=O)c3ccc(Cl)cc3)CC2)cn1,i,i,i,i,1,i,i,i,i,i,i
CCOC(=O)c1c(C)[nH]c(C(=O)OCC(=O)NC(C)(C)C)c1C,i,i,i,i,2,i,i,i,i,i,i
Cc1noc(C)c1C(=O)OCC(=O)Nc1ccc(C(N)=O)cc1,i,i,i,i,-1,i,i,i,i,i,i
Cc1cccc(OCC(=O)Nc2nc3ccc([N+](=O)[O-])cc3s2)c1C,i,i,i,i,5,i,i,i,i,i,i
COc1cccc(N2CCN(C(=O)c3cc4c(=O)n(Cc5ccccc5)ccc4nc3C)CC2)c1,i,i,i,i,-5,i,i,i,i,i,i
O=S(=O)(c1ccc(F)cc1)n1ccc(-c2cnc(-c3ccccc3)s2)n1,i,i,i,i,-10,i,i,i,i,i,i
O=S(=O)(Nc1ccccc1N1CCOCC1)c1ccc(Cl)s1,i,i,i,i,4,i,i,i,i,i,i
COc1ccc(CC(=O)NCC2CCCN(Cc3ccc(F)c(OC)c3)C2)cc1 (stereo not given),i,i,i,i,0,i,i,i,i,i,i
CCCC(=O)Nc1c2c(nn1-c1ccc(C)cc1C)CSC2,i,i,i,i,8,i,i,i,i,i,i
CC(C)c1nc(SCC(=O)c2ccc(F)cc2)c2ccccc2n1,i,i,i,i,-5,i,i,i,i,i,i
COc1ccccc1NC(C#N)c1ccccc1OCc1ccccc1 (stereo not given),i,i,i,i,4,i,i,i,i,i,i
COC(=O)c1ccc(N2C(=O)CC(N3CCN(c4ccccc4)CC3)C2=O)cc1 (stereo not given),i,i,i,i,2,i,i,i,i,i,i
COC(=O)c1c(NC(=O)CSc2nc3nc(C)cc(C)n3n2)sc(C)c1C,i,i,i,i,-8,i,i,i,i,i,i
CCCCC(=O)Nc1ccc(C(=O)NCc2ccncc2)cc1,i,i,i,i,-7,i,i,i,i,i,i
CC(C)CSc1nsc(N)n1,i,i,i,i,13,i,i,i,i,i,i
CCNC(=S)NNC(=O)c1cccn(Cc2ccc(Cl)cc2)c1=O,i,i,i,i,6,i,i,i,i,i,i
CC1CCCC(C)N1CC(O)COc1ccc(Cl)cc1 (stereo not given),i,i,i,i,0,i,i,i,i,i,i
Cc1cc(Nc2ccccc2)nc(N)n1,i,i,i,i,1,i,i,i,i,i,i
Cc1nc(Cl)cc(CS(=O)(=O)c2ccc(Cl)cc2)n1,i,i,i,i,-9,i,i,i,i,i,i
O=C(/C=C/c1cccc([N+](=O)[O-])c1)NCCN1C(=O)S/C(=C\c2cccnc2)C1=O,i,i,i,i,3,i,i,i,i,i,i
